Screening results: PubChem BioAssay, several laboratories
Bim-Mcl-1: human Bim-Mcl-1 interaction inhibition. Q07820. Bead-based flow cytometry, Bim peptide-Mcl-1 binding. inhibition, % at 10 µM. hit rate 0.1% among 190,000. AID 1009; in the data active = inhibition above about 40%;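 also: 0% = no compound tracer wells and 100% = peptide blocker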
Target sequence (Q07820 whole entry, looked up): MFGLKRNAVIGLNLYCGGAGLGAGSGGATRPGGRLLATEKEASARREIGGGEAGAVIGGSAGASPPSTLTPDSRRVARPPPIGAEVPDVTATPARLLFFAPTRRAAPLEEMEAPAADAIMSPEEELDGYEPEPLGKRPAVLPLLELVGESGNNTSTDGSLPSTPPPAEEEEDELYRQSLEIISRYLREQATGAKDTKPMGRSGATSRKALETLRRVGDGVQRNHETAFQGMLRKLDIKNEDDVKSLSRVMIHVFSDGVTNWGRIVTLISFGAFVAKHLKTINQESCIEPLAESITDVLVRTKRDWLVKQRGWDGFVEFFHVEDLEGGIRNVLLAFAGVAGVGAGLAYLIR
Mcl1-Noxa inh: disrupts binding of human Mcl-1 to Noxa peptide. inhibition, % at 21.7 µM. hit rate 1.5% among 220,000. TR-FRET Mcl-1/Noxa peptide binding, 2 h;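 active = compounds that cut the protein-peptide binding signal by more than 50% relative to plate controls in a single-dose test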;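 also: His-tagged Mcl-1 with rhodamine Noxa BH3 peptide and terbium anti-His antibody; 0% = Mcl-1 plus Noxa peptide wells and 100% = peptide-only wells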
ABCG2 block: human ABCG2 inhibition, ABCB1 as counter-screen; IgMXP3 cells, JC-1 efflux, flow cytometry; inhibition, % at 6.6 µM; Q9UNQ0; hit rate 0.1% among 190,000; AID 1325;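 active = inhibition above 80%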;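 also: 0% = DMSO and 100% = nicardipine control wells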
Target sequence (Q9UNQ0 whole entry, looked up): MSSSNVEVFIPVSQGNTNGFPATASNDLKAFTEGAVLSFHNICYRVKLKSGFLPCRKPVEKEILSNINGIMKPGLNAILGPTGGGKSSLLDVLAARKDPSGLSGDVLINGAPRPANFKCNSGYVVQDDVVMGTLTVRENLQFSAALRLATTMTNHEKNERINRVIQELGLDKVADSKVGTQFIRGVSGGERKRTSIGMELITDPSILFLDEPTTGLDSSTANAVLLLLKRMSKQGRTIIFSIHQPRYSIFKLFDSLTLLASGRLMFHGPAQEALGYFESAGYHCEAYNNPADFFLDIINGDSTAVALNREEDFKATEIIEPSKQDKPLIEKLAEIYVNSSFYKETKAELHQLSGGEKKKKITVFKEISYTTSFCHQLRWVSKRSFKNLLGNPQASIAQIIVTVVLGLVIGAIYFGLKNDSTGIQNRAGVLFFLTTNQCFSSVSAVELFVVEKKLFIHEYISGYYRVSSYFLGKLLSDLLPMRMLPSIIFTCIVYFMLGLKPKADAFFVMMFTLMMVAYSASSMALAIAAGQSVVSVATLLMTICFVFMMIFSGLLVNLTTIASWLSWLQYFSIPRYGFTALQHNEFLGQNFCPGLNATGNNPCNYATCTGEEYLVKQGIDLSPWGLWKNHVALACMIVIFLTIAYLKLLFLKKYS
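Test system: IgMXP3 cells (ABCG2) mixed with DDAO far-red-labelled CCRF-Adr cells (ABCB1). Reagent: JC-1 transporter substrate. Compound dosing: single test compound dose, 6.6 µM final. Times: 10 min compound exposure, 25 °C. Detection: flow cytometry of retained JC-1 fluorescence. Read-out basis: efflux inhibition in percent versus controls. Controls: nicardipine and DMSO wells.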
ABCB1 block: blocks JC-1 efflux by human ABCB1 transporter. CCRF-Adr cells, flow cytometry. hit rate 0.067% among 190,000. AID 1326. P08183. inhibition, % at 6.6 µM; in the data active = inhibition above about 40%;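 also: 0% = vehicle and 100% = reference inhibitor; higher value means more JC-1 retained so stronger ABCB1 efflux block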
GSH bead fluor: GSH bead compound fluorescence profile | fluorescence (KMESF) at 10 µM | hit rate 0.25% among 190,000 | GSH beads flow cytometry, compound fluorescence 488/530 nm; active compounds read high | AID 1776; in the data active = fluorescence above about 89;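 also: glutathione beads carrying GST-tagged Bcl family fusion proteins plus one bare bead set; values are compound well signal with DMSO vehicle wells as background; inactives centre near 16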
RGS8-Gao: modulates binding of RGS8 to human Galphao; hit rate 0.34% among 220,000; response (percent of control binding), % at 10 µM; AID 1423; multiplexed bead flow cytometry; actives lie on both sides; P09471; in the data active = response below about 60% or above about 140%; inactive = in between;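 also: Galphao activated as the GDP aluminium fluoride complex binding bead-coupled RGS8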
Avidin bead fluor: avidin bead compound fluorescence profile; Avidin beads, compound fluorescence 488/530 nm, flow cytometry; active compounds read high; fluorescence (KMESF) at 10 µM; hit rate 0.38% among 220,000; in the data active = fluorescence above about 47; also: inactives centre near 10
RGS7-Gao: modulates binding of RGS7 to human Galphao; binding response (% of control), % at 10 µM; Multiplexed bead flow cytometry; actives lie on both sides; hit rate 0.35% among 220,000; in the data active = binding response below about 49% or above about 150%; inconclusive = no clear call, values can overlap the other calls; inactive = in between;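 also: fluorescent Galphao held in activated GDP-AlF4 state binding bead-coupled RGS7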
RGS4-Gao reg: modulates binding of RGS4 to human Galphao | P09471 | Multiplexed bead flow cytometry; actives lie on both sides | binding response (% of control), % at 10 µM | hit rate 0.33% among 220,000; in the data active = binding response below about 49% or above about 150%; inactive = in between;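 also: fluorescent Galphao activated with aluminum fluoride binding bead-coupled RGS4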
Pf gamet viab: inhibitors of late stage P. falciparum gametocyte viability. P. falciparum stage V gametocytes, ATP luminescence, 24 h. inhibition, % at 10.9 µM. hit rate 0.065% among 150,000. AID 743093;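 active = inhibition above the mean plus 3 SD of compounds within the control limits, set per campaign, cut at about 38% in these data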;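 also: 0% = DMSO wells and 100% = medium only without gametocytes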
Mcl1 Bid PPI: Mcl-1/Bid interaction inhibition; Q07820; TR-FRET Mcl-1/Bid-Dy647 peptide binding, 1536-well; inhibition, % at 21.7 µM; hit rate 0.97% among 220,000; AID 1021;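 active = compounds that cut the binding signal by more than half at the single screening dose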;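 also: His-tagged Mcl-1 with europium anti-His antibody binding Bid BH3 peptide; 0% = Mcl-1 plus peptide wells and 100% = peptide-only wells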
* hit, by the source's call; ? = inconclusive; · = no result given. Rows are unselected; any-hit rate near 3.3%.

SMILES	Bim-Mcl-1	Mcl1-Noxa inh	ABCG2 block	ABCB1 block	GSH bead fluor	RGS8-Gao	Avidin bead fluor	RGS7-Gao	RGS4-Gao reg	Pf gamet viab	Mcl1 Bid PPI
CCCOC(=O)C1=C(C)NC(=O)NC1c1ccc(Br)s1 (stereo not given)	-2	0	23	1.4	14	100	5	102	100	-38	-27
CCCN1C2CCCC1CC(NC(=O)c1ccccc1F)C2 (stereo not given)	0	-4	0	0.1	13	98	36	98	101	31	-12
COc1ccc(CN2CCCC(C(=O)c3ccc(Cl)cc3)C2)cc1Cn1cccn1 (stereo not given)	-5	-5	1	9.9	14	104	1	100	98	-1	-35
Cc1cccc(NS(=O)(=O)c2cc(NC(=O)CC(=O)c3ccc([N+](=O)[O-])cc3)ccc2C)c1	2	12	-2	-0.7	15	101	10	103	102	·	-3
CCN(CC)S(=O)(=O)c1ccc(NC(=O)c2ccccn2)cc1	-5	10	19	-0.1	26	103	40	102	104	·	-5
O=C(Nc1ncc2c(n1)CC(c1ccco1)CC2=O)c1ccc(Cl)cc1 (stereo not given)	-3	38	6	0.5	38	98	13	96	97	·	-12
CCCCOc1ccc(NC(=S)Nc2cc(C)nc(SCCCC)n2)cc1	-7	3	1	0.6	10	106	5	97	100	18	-23
COc1ccc(-c2cc3ccc(OCc4nn[nH]n4)cc3oc2=O)cc1OC	3	24	·	·	16	94	4	87	91	-40	10
N=c1c2c(-c3ccccc3)c(-c3ccccc3)n(Cc3ccco3)c2ncn1Cc1ccco1	1	15	2	2.8	23	101	17	102	103	·	-52
CC(C)c1ccc2c(c1)CCC1C(C)(CN)CCCC21C (stereo not given)	·	1	·	·	·	103	6	?	101	·	-24
CC(=O)Nc1cc2c(cc1Br)OCCO2	-5	-25	0	-0.2	4	96	4	97	100	8	-17
CCn1c(SCC(=O)Nc2oc(-c3ccccc3)c(-c3ccccc3)c2C#N)nnc1-c1ccco1	0	14	0	0.4	20	101	11	102	99	14	-18
Cc1onc(-c2ccccc2Cl)c1C(=O)Nc1ccc(-c2nnc3n2CCCCC3)cc1	2	18	1	-0.1	12	101	23	99	98	·	-39
O=C1/C(=C/c2ccco2)SC(=S)N1c1cccnc1	·	94*	·	·	·	92	8	?	91	-4	24
Cc1ccc2nc(C)c(C(=O)N/N=C/c3ccccc3[N+](=O)[O-])cc2c1	0	34	2	0.5	7	104	12	107	103	-4	-11
CCNc1nc(NCC)nc(N(CC)C(N)=S)n1	·	-1	·	·	·	100	7	?	104	5	-12
CCOc1ccc(C(=O)Nc2ncccc2Cl)cc1	1	5	2	0.5	12	106	11	101	100	-9	-29
CCOC(=O)N1CCN(c2c(-c3ccc(C)c(C)c3)c(=O)c2=O)CC1	0	13	16	0.8	19	102	35	102	100	·	-10
CCN(CC)C(=S)Sc1c(-c2ccccc2)c2cc(Cl)ccc2[nH]c1=O	-4	16	-1	-0.3	56	88	4	106	92	·	-2
O=C(N/N=C\c1ccc(F)cc1)c1csnn1	4	-9	0	0.0	11	104	13	101	104	10	-28
COC(=O)c1sc(SC)nc1N	·	17	·	·	·	100	7	?	101	·	-59
CC12CCC(C(=O)N/N=C/c3ccc(O)cc3O)(OC1=O)C2(C)C (stereo not given)	·	-10	·	·	·	96	5	?	85	-41	-98
c1ccc(C2(Cn3ccc4ccccc43)OCCO2)cc1	0	-9	2	0.3	12	95	35	91	92	17	-33
Cc1cc(C)nc(NC(=O)NS(=O)(=O)N2CCCCCC2)n1	-10	-13	10	1.6	35	102	13	99	102	3	0
COc1ccc(-c2nc(SCc3ccccc3)n(C(=O)c3ccco3)n2)cc1	-1	-2	-1	-0.4	40	101	6	100	101	-5	-3
O=C(O)C1(c2ccccc2)CCN(S(=O)(=O)c2cccs2)CC1	0	-7	2	0.8	20	104	10	104	104	7	-5
Cc1cccc(NC(=O)c2ccc(NCCO)c([N+](=O)[O-])c2)n1	·	-4	·	·	·	98	9	?	100	-13	-22
O=C(Nc1ccccc1)N1CCN(c2ccccn2)CC1	-2	-16	19	-1.2	24	98	14	96	96	·	-21
Cc1ccc(CN2CCN(c3ncccn3)CC2)o1	1	0	-1	-0.2	55	98	18	104	100	-21	-55
COc1ccc(CCNS(=O)(=O)c2cn(C)c(=O)n(C)c2=O)cc1	-2	7	1	-0.1	27	100	6	99	99	·	-20
COc1ccc(O)c(/C=N/N2CCOCC2)c1	·	-5	·	·	·	101	4	?	105	-13	-57
COc1ccc(C(=O)N/N=C/c2c(CO)cnc(C)c2O)cc1	0	18	2	1.1	19	100	9	94	100	-11	-45
COc1ccc(Cn2nnnc2C(c2cccs2)N2CCCCCC2)cc1 (stereo not given)	0	-14	1	1.1	31	98	16	100	99	11	-13
CC(=O)Nc1ccccc1NC(=O)C/C(C)=N/NC(=O)C(=O)Nc1cccc(Cl)c1C	-20	9	1	-0.2	9	105	25	104	101	4	-8
Cn1cc(/C=N/NC(=O)c2cccc([N+](=O)[O-])c2)c2ccccc21	-2	22	4	0.1	19	98	12	101	102	-9	22
Cn1cccc1/C=C1\SC(=S)N(NC(=O)c2ccc(F)cc2)C1=O	·	14	·	·	·	99	10	?	82	16	-11
O=C(NCc1ccc2c(c1)OCO2)c1ccc(CS(=O)(=O)c2cccc(C(F)(F)F)c2)o1	3	2	2	0.4	51	102	9	100	101	23	-33
Cc1cc(=O)oc2cc(OCC(O)CN3CCc4ccccc4C3)ccc12 (stereo not given)	-3	6	3	0.2	16	102	9	99	98	·	24
O=C(Cc1ccc(S(=O)(=O)N2CCOCC2)s1)Nc1ccccc1Br	·	4	·	·	·	99	3	?	102	-3	-13
O=C(O)c1cc(-c2ccc(/C=N/Nc3ccc([N+](=O)[O-])cn3)o2)ccc1Cl	1	16	2	0.2	62	99	13	100	102	4	-20
O=C(N/N=C/c1cc([N+](=O)[O-])ccc1Cl)c1cc(-c2ccccc2)nc2ccccc12	·	-4	·	·	·	104	7	?	97	-23	-29
CCN(CC)CCN(C(=O)c1ccc(N2C(=O)CCC2=O)cc1)c1nc2cc3c(cc2s1)OCCO3	5	33	-2	-0.1	8	95	9	91	91	-19	8
CCOC(=O)c1cnn(CCOC(=O)C2CC2)c1NC(=O)C1CC1	0	7	4	0.8	14	97	27	89	91	2	-20
CN(CCO)c1ccc(-c2nn(C)c(=O)c3ccccc23)cc1[N+](=O)[O-]	·	23	·	·	·	101	6	?	100	-4	1
O=C(N/N=C/c1cccc(OC(=O)c2ccco2)c1)c1ccc(F)cc1	0	11	0	0.1	7	103	4	100	102	·	-33
Cc1cccc(N/C(N)=N/c2nc(CSc3ccc(Cl)cc3)cc(=O)[nH]2)c1	·	15	·	·	·	100	9	?	100	-18	-6
COC(=O)c1ccccc1NC(=O)N1CCCC1	2	14	2	0.6	19	99	9	98	99	10	3
Cc1ccccc1N1C(=O)C2ON(c3ccccc3)C(c3cccnc3)C2C1=O (stereo not given)	-1	7	1	0.1	29	96	8	96	98	-26	-40
COC(=O)c1cc(C)nc(Sc2ccccc2NC(C)=O)n1	·	-17	·	·	·	104	9	?	107	-24	-16
CCOc1ccc(N(CC(=O)NC(C(C)C)C(C)C)S(=O)(=O)c2ccc(OC)c(OC)c2)cc1	0	15	8	8.6	17	102	9	?	104	-7	-32
CCOP(=O)(OCC)c1nc(-c2ccccc2)oc1NCc1ccccc1	-1	-2	7	1.3	15	103	7	102	103	-8	-70
CCNC(=O)NC(=O)C(C)OC(=O)c1oc2ccc(OCC)cc2c1C (stereo not given)	-5	10	16	0.9	23	106	9	104	102	·	-26
CC1CCCCN1Cc1nc2c(c(=O)n(C)c(=O)n2C)n1Cc1c(F)cccc1Cl (stereo not given)	0	8	1	2.2	19	96	7	99	96	·	10
CCS(=O)(=O)c1ccc(O)c(NC(=O)COc2ccc(C)cc2)c1	-2	8	7	-0.1	15	99	14	92	97	·	-47
Cc1ccc(OCC(=O)Nc2cccc(O)c2)cc1C	1	-1	15	0.3	28	100	16	103	102	·	-9
Cc1ccc(C)c(Oc2cc(NC(=O)CCCn3nc(C)c([N+](=O)[O-])c3C)cc([N+](=O)[O-])c2)c1	-6	-2	-4	-1.0	23	107	12	110	104	-3	11
CN1CCC(=NNC(=O)c2cc(-c3ccc(Cl)cc3)n[nH]2)CC1	·	-6	·	·	·	101	7	?	100	17	4
O=C(Nc1ccccc1C(F)(F)F)N1CCN(C(c2ccccc2)c2ccccc2)CC1	0	5	1	0.3	7	108	13	99	100	7	-12
CCCCNS(=O)(=O)c1ccc2nc(SCC(=O)c3ccccc3OC)[nH]c2c1	-4	13	1	0.1	13	103	7	101	100	·	5
O=C(C1CCN(S(=O)(=O)c2ccc(Cl)cc2)CC1)N1CCOCC1	1	10	1	0.2	11	100	9	99	101	-33	-9

Records above printed as active in Mcl1-Noxa inh.
smiles | Bim-Mcl-1 | Mcl1-Noxa inh | ABCB1 block | GSH bead fluor | RGS8-Gao | Avidin bead fluor | RGS7-Gao | RGS4-Gao reg | Mcl1 Bid PPI
O=C1/C(=C/c2ccco2)SC(=S)N1c1cccnc1 | · | 94* | · | · | 92 | 8 | ? | 91 | 24

More records.
SMILES	Bim-Mcl-1	Mcl1-Noxa inh	ABCG2 block	ABCB1 block	GSH bead fluor	RGS8-Gao	Avidin bead fluor	RGS7-Gao	RGS4-Gao reg	Pf gamet viab	Mcl1 Bid PPI
CCc1cc(=O)oc2cc3occ(-c4ccc(OC)c(F)c4)c3cc12	-25	1	20	1.5	13	102	6	102	102	-11	67*
Cc1ccccc1[C@@H]1C(C#N)=C(N)S[C@H]1C(=O)c1ccccc1	-33	1	4	-0.3	36	99	8	98	98	25	-36
Cn1c(COc2ccccc2)nnc1SCCN1CCOCC1	1	14	0	0.0	14	83	6	87	90	·	29
O=C(CSc1ncn(-c2ccccc2)n1)Nc1ccc(Br)cn1	-10	21	38	-0.7	33	101	19	105	102	-10	-12
O=C(NNC1=Nc2ccccc2SC1)c1cccc([N+](=O)[O-])c1	·	-18	·	·	·	103	7	?	100	3	-34
CCOc1ccc(N(CC(=O)NC2CCCC2)C(=O)CCCC(=O)Nc2ccccn2)cc1	0	1	1	0.1	36	92	2	95	95	·	-20
Cc1cccc(OCC(=O)Nc2ccc(C(=O)NCc3cccnc3)cc2)c1	0	-10	0	-0.1	11	99	21	98	98	·	-6
COC(=O)c1ccc(COC(=O)c2[nH]c(C)c(C(C)=O)c2C)o1	0	12	38	1.9	29	101	12	99	103	-2	-6
O=C(Cn1c2c(c(=O)n3ncnc13)CCC2)N/N=C/c1cccs1	·	-12	·	·	·	102	6	·	101	-20	-6
CC1(C)CC(CCC(=O)Nc2ccc(S(N)(=O)=O)cc2)C(=O)O1 (stereo not given)	0	-8	5	1.0	15	102	23	101	103	-4	-4
Cc1cccc(Nc2nc3c(c(=O)n(C)c(=O)n3C)n2CC(O)CO)c1 (stereo not given)	-1	8	1	0.4	23	102	6	103	108	9	-8
CCOC(=O)C(NC(=O)OC(C)C)(Nc1nccs1)C(F)(F)F (stereo not given)	6	10	1	0.4	4	102	10	102	104	10	-2
